# Bioassay records as filed in PubChem.
# V-ATPase pH: yeast V-ATPase proton transport regulation by pHLuorin. S. cerevisiae, pHLuorin cytosolic pH fluorescence. 0.37% of 350,000 active. response, % at 10 µM. AID 504577; in the data active = response mostly above about 7.3%, no sharp cut-off; inactive = mostly below about 5.4%; note: actives read high; inactives centre near 0; some compounds called inactive have numbers as strong as hits; reference of the scale not given here
# CAL PDZ FP-1: CAL PDZ (human) peptide binding inhibition; Q9HD26; purified CAL PDZ, TMR-peptide fluorescence polarization, 1 h; inhibition, % at 24.9 µM; 0.92% of 300,000 active; AID 602252;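 active = mean inhibition of at least 30% with at least half of replicates also reaching 30%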;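 note: 0% = DMSO neutral control and 100% = excess unlabeled competitor peptide PRC23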
# DSG3 Ab inh: inhibitors of pemphigus antibody binding to human desmoglein-3; binding (percent of control), % at 10 µM; P32926; 0.48% of 310,000 active; DSG3-coupled beads, scFv-anti-DSG3-GFP binding, flow cytometry; stronger effect = lower value;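 active = binding more than 3 SD below its plate's average and above zero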;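 note: hits lower antibody fragment binding to DSG3; some compounds called inactive have numbers as strong as hits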
# RTF Ca sens inh: cardiac RTF calcium desensitization | IANBD-labeled cardiac RTF, Ca2+ fluorescence | 0.12% of 340,000 active | P19429+P45379 | inhibition, % at 7.15 µM;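 active = inhibition above the mean inhibition of all tested compounds plus 3 SD, cut at about 17% in these data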;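 note: assay run at fixed EC70 calcium of 1.6 mM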
# DAGLB inhibitor: diacylglycerol lipase beta (human) inhibition. 0.059% of 340,000 active. inhibition, % at 5.17 µM. HEK293T DAGLB membrane lysate, EnzChek fluorogenic substrate. Q8NCG7; in the data active = inhibition above about 34%;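 note: 0% = enzyme with vehicle and 100% = wells lacking enzyme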
# Keap1-Nrf2 PPI: inhibitors of human Keap1-Nrf2 protein-protein interaction; Keap1 Kelch-Nrf2 peptide fluorescence polarization, 1536-well; inhibition, % at 9.4 µM; 0.15% of 340,000 active; AID 504523; in the data active = inhibition above about 12%;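 note: human Keap1 Kelch domain with fluorescein labeled Nrf2 9mer peptide probe; 0% = neutral control wells and 100% = peptide positive control; higher means more block of Keap1 binding to Nrf2 peptide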
# Target sequence (Q14145 whole entry, looked up, the tested form may be a part): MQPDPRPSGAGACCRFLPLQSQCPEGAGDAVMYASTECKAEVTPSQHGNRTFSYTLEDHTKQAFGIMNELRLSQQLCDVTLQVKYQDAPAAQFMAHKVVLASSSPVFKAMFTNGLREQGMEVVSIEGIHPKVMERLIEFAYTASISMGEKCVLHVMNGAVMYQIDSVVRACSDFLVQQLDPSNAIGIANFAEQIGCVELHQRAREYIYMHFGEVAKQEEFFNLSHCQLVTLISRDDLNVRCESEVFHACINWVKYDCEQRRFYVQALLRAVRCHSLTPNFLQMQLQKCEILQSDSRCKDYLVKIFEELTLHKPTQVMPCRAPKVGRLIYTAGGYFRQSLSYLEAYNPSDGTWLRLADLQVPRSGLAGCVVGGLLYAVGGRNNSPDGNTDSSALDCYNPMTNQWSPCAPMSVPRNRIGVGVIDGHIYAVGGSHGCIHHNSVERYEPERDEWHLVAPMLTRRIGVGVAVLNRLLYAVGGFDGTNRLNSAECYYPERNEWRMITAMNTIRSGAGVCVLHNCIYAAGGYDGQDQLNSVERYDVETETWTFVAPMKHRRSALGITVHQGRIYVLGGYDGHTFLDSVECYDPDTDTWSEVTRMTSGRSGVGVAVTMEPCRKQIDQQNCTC
# CAL PDZ FP-2: blocks peptide binding to human CAL PDZ domain; Q9HD26; purified CAL PDZ, TMR-peptide fluorescence polarization, 1 h; inhibition, % at 20 µM; 0.02% of 330,000 active; AID 504414;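 active = highest replicate inhibition of at least 40%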;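 note: plate controls were DMSO neutral control wells for no effect and unlabeled competitor peptide control wells for full effect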
#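 Assay system – tagged CAL PDZ protein CerCALP, purified · Timing – 1 h at RT · Compound – single point, 20 µM · Measured by – fluorescence polarization from S- and P-plane intensities, G-factor corrected · Evaluation – inhibition from polarization loss · Probe or stimulus – TMR reporter peptide T*-PRC34 · Buffer or medium – pH 7.4 phosphate-saline buffer, reducing agent, detergent, IgG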
# Arr AP2 block: blocks beta-arrestin peptide binding to AP2 adaptin. inhibition, % at 10 µM. 0.31% of 340,000 active. FITC-arrestin peptide / GST-AP2 beads, flow cytometry; AP2 beta2 appendage carries R879A mutation;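 active = inhibition above a set limit, near 3 SD of compounds lacking own fluorescence, cut at about 54% in these data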;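 note: plate controls were DMSO wells for no effect and 5 µM unlabelled arrestin peptide for full effect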
#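 Test system: GST-tagged AP2 beta2-adaptin appendage (R879A) on 4 µm glutathione beads; also added: fluorescein-tagged arrestin peptide at 50 nM final; timing: 12 min plus 1 h, RT; signal: flow cytometry, FL1 (488/535 nm); read-out: percent drop in bead-associated FITC signal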
# NSD2 HMT inh: NSD2 (human) methyltransferase inhibition; O96028; NSD2 peptide methylation, AlphaScreen, 120 min; inhibition, % at 12.5 µM; 0.54% of 310,000 active; AID 743445; in the data active = inhibition above about 50%
# LANA DNA inh: blocks KSHV LANA C-terminal domain binding to DNA; MBP-C-LANA/FAM-LBS DNA binding, fluorescence polarization; inhibition, % at 9 µM; 0.078% of 340,000 active;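 active = highest replicate inhibition at or above 60% at 9 µM, even if other replicates fall short; inactive = all replicates below 60% inhibition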;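 note: 0% = neutral control wells and 100% = 4 µM acridine orange control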
# * = called active by the depositor; / = no result given. Some of the compounds tested; the hit share may differ from the screen's.
(1) COc1ccc(NS(=O)(=O)c2cccc(C(=O)N/N=C/c3ccccc3OC)c2)cc1
(2) CCN(CC)c1ccc(C(=O)NNC(=O)CN2C(=O)NC3(CCCCC3)C2=O)cc1
(3) CC1(C)CC(=O)C2=C(C1)c1c(ccc3ccccc13)NC2c1ccco1 (configuration not stated)
(4) O=S(=O)(Nc1ccc(F)cc1)c1ccc(NS(=O)(=O)c2cccs2)cc1
(5) C=CCOc1ccc(CNn2c(C)n[nH]c2=S)cc1OC
(6) O=[N+]([O-])c1ccc(N=Nc2ccc(O)c3ccccc23)cc1
(7) C/C=C/Cn1cccc(C(=O)Nc2ccc(OC)cc2)c1=O
(8) CC(C)c1ccc(CCNC(=O)CCNC(=O)c2ccc(Br)cc2)cc1
(9) CCn1c(N2CCN(CC(=O)Nc3cccc(C)c3C)CC2)nc2ccccc21
(10) COc1ccc(C(C(=O)NC2CCCCC2)N(C(=O)c2ccco2)c2ccccc2C(C)=O)cc1OC (configuration not stated)

assay / entry,1,2,3,4,5,6,7,8,9,10
DAGLB inhibitor,-1.0,2.1,-2.7,0.9,0.6,16.2,1.7,0.6,-2.8,-2.7
Keap1-Nrf2 PPI,1.4,4.7,-5.8,0.3,-3.5,-4.8,-3.5,-0.7,3.9,-1.8
NSD2 HMT inh,2.3,1.6,-1.2,-0.8,-0.6,0.8,0.4,-2.2,-5.1,1.0
Arr AP2 block,-0.2,-2.5,6.5,22.3,6.1,13.1,2.2,-9.6,18.9,35.5
CAL PDZ FP-2,-3.6,-1.7,-2.8,-1.3,-0.2,0.9,-0.5,-2.4,-1.2,-2.2
CAL PDZ FP-1,-3.9,-1.6,-3.2,-6.4,-2.3,-1.8,-0.3,-2.5,1.6,-4.2
V-ATPase pH,5.2,-5.8,0.3,-2.7,10.0*,-3.1,-0.3,3.5,0.6,0.2
RTF Ca sens inh,-4.5,-9.5,-6.0,-3.7,-6.0,-10.1,-4.3,1.5,9.0,-21.0
DSG3 Ab inh,96.5,108.8,129.4,107.5,127.8,134.7,100.0,105.9,102.0,93.0
LANA DNA inh,2.0,0.1,1.4,-1.4,2.1,2.3,-0.9,0.1,-1.2,0.1

(11) Cc1ccc(C)c(C(=O)COC(=O)C(C)N2C(=O)C3C4CCC(C4)C3C2=O)c1 (configuration not stated)
(12) CC(O)(CS(=O)(=O)Cc1ccc(Cl)cc1)C(=O)Nc1cccc(C(F)(F)F)c1 (configuration not stated)
(13) O=C(COC(=O)c1ccccc1C(=O)N1CCN(c2ccccc2)CC1)Nc1ccccc1
(14) COc1ccc(CCn2ccc(O)c(Cc3ccc(Cl)cc3)c2=O)cc1OC
(15) COc1ccc(NC(=O)CN(C)C(=O)c2cccc(S(=O)(=O)Nc3ccc(OC)cc3)c2)cc1
(16) CC(C)N1C(=O)c2ccccc2N(Cc2ccccc2)S1(=O)=O
(17) COc1ccc(C(C(=O)NC(C)(C)C)N(C(=O)CCC(=O)Nc2cc(C)on2)c2ccccc2F)cc1 (configuration not stated)
(18) Cc1cc(N2C(=O)C(O)=C(C(=O)c3cccs3)C2c2cccc(O)c2)no1 (configuration not stated)
(19) COc1ccc(OC)c2[nH]c(=O)c(CCNC(=O)C(C)C)cc12
(20) Cc1c(C(=O)N2CCOCC2)cc(C(C)(C)C)n1-c1ccccc1

assay / entry,11,12,13,14,15,16,17,18,19,20
DAGLB inhibitor,-2.0,-1.9,1.1,0.1,2.6,-5.8,2.2,1.3,1.3,1.6
Keap1-Nrf2 PPI,1.8,-7.0,-1.0,-0.9,3.6,-4.7,-8.0,-0.3,2.4,-4.7
NSD2 HMT inh,-1.6,4.6,0.5,0.5,-0.3,-8.5,77.3*,3.4,/,2.0
Arr AP2 block,-9.1,6.2,-4.0,13.4,18.2,10.2,6.0,-4.8,5.5,-3.8
CAL PDZ FP-2,-1.5,-0.2,-1.7,3.3,-0.2,0.1,-2.3,-0.6,-0.1,-1.0
CAL PDZ FP-1,-1.1,/,4.7,5.0,/,/,-2.6,-0.8,/,-5.4
V-ATPase pH,2.0,0.4,7.7,0.6,-3.3,-0.2,-0.9,0.0,-4.3,-4.3
RTF Ca sens inh,2.4,-5.7,-14.7,2.0,-2.2,-7.5,-5.6,-5.7,-2.7,-6.3
DSG3 Ab inh,100.4,106.2,128.1,98.8,97.0,108.2,107.8,/,99.6,117.8
LANA DNA inh,1.8,0.2,2.8,0.3,-0.3,3.7,-1.4,0.9,0.8,0.9

# An excerpt of these results, with values under each structure:
# Values in the order – DAGLB inhibitor | Keap1-Nrf2 PPI | NSD2 HMT inh | Arr AP2 block | CAL PDZ FP-2 | CAL PDZ FP-1 | V-ATPase pH | RTF Ca sens inh | DSG3 Ab inh | LANA DNA inh
14: COc1ccc(CCn2ccc(O)c(Cc3ccc(Cl)cc3)c2=O)cc1OC
  0.1 | -0.9 | 0.5 | 13.4 | 3.3 | 5.0 | 0.6 | 2.0 | 98.8 | 0.3
15: COc1ccc(NC(=O)CN(C)C(=O)c2cccc(S(=O)(=O)Nc3ccc(OC)cc3)c2)cc1
  2.6 | 3.6 | -0.3 | 18.2 | -0.2 | / | -3.3 | -2.2 | 97.0 | -0.3
16: CC(C)N1C(=O)c2ccccc2N(Cc2ccccc2)S1(=O)=O
  -5.8 | -4.7 | -8.5 | 10.2 | 0.1 | / | -0.2 | -7.5 | 108.2 | 3.7
17: COc1ccc(C(C(=O)NC(C)(C)C)N(C(=O)CCC(=O)Nc2cc(C)on2)c2ccccc2F)cc1 (configuration not stated)
  2.2 | -8.0 | 77.3* | 6.0 | -2.3 | -2.6 | -0.9 | -5.6 | 107.8 | -1.4
18: Cc1cc(N2C(=O)C(O)=C(C(=O)c3cccs3)C2c2cccc(O)c2)no1 (configuration not stated)
  1.3 | -0.3 | 3.4 | -4.8 | -0.6 | -0.8 | 0.0 | -5.7 | / | 0.9
19: COc1ccc(OC)c2[nH]c(=O)c(CCNC(=O)C(C)C)cc12
  1.3 | 2.4 | / | 5.5 | -0.1 | / | -4.3 | -2.7 | 99.6 | 0.8
20: Cc1c(C(=O)N2CCOCC2)cc(C(C)(C)C)n1-c1ccccc1
  1.6 | -4.7 | 2.0 | -3.8 | -1.0 | -5.4 | -4.3 | -6.3 | 117.8 | 0.9

# Further compounds:
(21) Cc1nn(C)c(C)c1CCC(=O)NC1CC(C)(C)Cc2c1cnn2-c1ccccc1 (configuration not stated)
(22) O=C1/C(=C/c2cccnc2)Cc2ccc(Cl)cc21
(23) CCOc1ccc(S(=O)(=O)N2CCN(CC)CC2)cc1NC(=O)c1ccccc1F
(24) CCSc1ccccc1C(=O)NCc1ccc(OC)cc1
(25) COc1cccc(/C=N/NC(=O)CNC(=O)COc2ccccc2)c1O
(26) Cc1cccc(Nc2cc(C)nc3ccccc23)c1
(27) O=C1CCCCC1Oc1ccc2ccc(=O)oc2c1 (configuration not stated)
(28) O=C(CSc1nccn1-c1cccc(F)c1)NC1CCCC1
(29) CCN1CCN(c2ccc(S(=O)(=O)N3CCCCC3)cc2NC(=O)c2ccc(OC(F)F)cc2)CC1
(30) CCC(Sc1nc2c(c(=O)n1CC)SC(C)C2)C(=O)OC (configuration not stated)

assay / entry,21,22,23,24,25,26,27,28,29,30
DAGLB inhibitor,0.3,-1.5,0.2,-1.8,1.8,-1.9,0.8,-2.9,-1.7,-5.4
Keap1-Nrf2 PPI,2.6,-0.9,1.9,3.9,0.2,0.0,-0.7,-2.0,-6.0,0.0
NSD2 HMT inh,0.3,/,7.4,-1.8,-0.3,0.6,-3.0,2.3,1.9,/
Arr AP2 block,-2.2,15.7,1.1,-15.2,24.2,31.9,-15.7,2.1,-8.4,1.8
CAL PDZ FP-2,-1.4,-3.3,-1.2,0.4,-0.2,-1.4,-5.4,0.1,-0.4,-0.2
CAL PDZ FP-1,/,-8.2,-8.0,1.3,-0.9,-4.0,-20.2,-1.3,/,-2.1
V-ATPase pH,-4.5,-1.6,0.8,-1.4,4.0,-0.6,-2.9,-3.7,5.8,-0.3
RTF Ca sens inh,-8.8,3.7,2.9,-4.3,-8.7,-4.1,-5.2,-8.8,-12.2,-7.2
DSG3 Ab inh,119.6,97.7,110.2,97.2,99.6,105.3,/,/,40.8,100.5
LANA DNA inh,-1.1,-0.6,-0.4,0.0,0.3,-1.7,1.1,-0.2,1.2,0.3

(31) COc1ccc(-c2ccc3c(c2)C2CC3CCN2C(=O)C2CCCCC2)cc1 (configuration not stated)
(32) COc1ccc(OC)c(/C=C/c2ccnc3ccccc23)c1
(33) CN(CCO)C(=O)c1cccc2c1-c1ccccc1C2=O
(34) COc1cccc(C2SCC(=O)N2c2ccc(Cl)cc2)c1OC (configuration not stated)
(35) CN(C)CCSc1nc(N)c2c3c(sc2n1)COC(C)(C)C3
(36) CCOC(=O)C1=C(C)N(C)C(=O)NC1c1cc2c(cc1Br)OCO2 (configuration not stated)
(37) COc1ccc(CC(=O)N2CCN(C(=O)Cc3ccc(OC)cc3)CC2)cc1
(38) CCOCCn1c(=O)c2c(nc3n2CCN3c2ccc(C)cc2)n(C)c1=O
(39) O=C(Cn1nnc(-c2cccs2)n1)N1CCOCC1
(40) COc1ccccc1C(=O)NC(CCSC)C(=O)NCCCn1nc(C)cc1C (configuration not stated)
(41) C#Cc1cccc(C(=O)N2CCCC(CCC(=O)NCc3ccccc3F)C2)c1 (configuration not stated)
(42) Cn1c(CN2CCOCC2)nnc1SCC(=O)Nc1cc(Cl)ccc1Cl
(43) O=C(COc1ccc(Cl)cc1)NCc1nnc(SCC(=O)NC2CCCC2)o1

assay / entry,31,32,33,34,35,36,37,38,39,40,41,42,43
DAGLB inhibitor,-6.7,-7.0,0.2,-0.8,-5.8,-0.8,-1.1,-0.3,1.9,1.4,-3.2,1.8,5.8
Keap1-Nrf2 PPI,2.9,-7.1,0.1,-3.4,-4.4,6.6,-6.7,-3.3,-5.1,-1.4,-3.0,-7.2,-1.5
NSD2 HMT inh,/,-3.2,0.6,-5.0,5.8,4.3,-1.3,0.4,-4.7,/,-1.9,-4.8,-2.6
Arr AP2 block,40.4,-11.7,33.2,33.4,9.1,2.1,5.9,-20.6,5.0,-11.7,20.7,8.3,-9.0
CAL PDZ FP-2,0.0,-1.1,-0.3,-0.5,-0.1,-1.1,-0.1,0.1,-0.9,0.3,-2.3,-0.4,-1.2
CAL PDZ FP-1,0.8,-4.9,-4.1,/,-9.0,2.0,-2.0,77.1*,-1.4,/,-2.0,-5.2,-1.7
V-ATPase pH,-1.1,1.4,0.2,-3.3,5.5,-1.8,3.2,0.2,2.5,-0.4,-4.9,0.9,-6.1
RTF Ca sens inh,6.3,-10.2,-3.9,2.2,-5.4,-2.9,-12.2,-10.7,-5.0,12.0,-3.5,-12.9,5.1
DSG3 Ab inh,97.2,127.1,100.5,97.8,101.3,102.6,/,91.2,116.7,103.4,106.2,103.9,103.1
LANA DNA inh,1.9,-0.7,1.3,-0.8,-1.3,1.5,-0.3,2.1,-0.9,-1.0,-0.1,-0.6,-0.5
